# High-throughput results: PubChem BioAssay, several laboratories
# PLAP inhibitors HTS = inhibition of human placental alkaline phosphatase – biochemical, luminescence, HTS (AID 690); inhibition, % at 20 µM; hits with a dose series show IC50 in µM; purified PLAP, luminescent substrate; higher % means a stronger effect; hit rate 0.08% among 96,000; in the data active = a potency from the dose series; inactive = the rest, 99 in 100 with inhibition below about 30%; also: strong numbers were not always called active
# MRP resist rev = reverses drug resistance mediated by MRP; H69AR cells + 2 uM doxorubicin, CellTiter-Glo, 72 h; hit rate 0.04% among 85,000; differential viability (reversal), % at 10 µM; AID 602;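 active = viability drop by adding the cancer drug above about 55%, with treated viability meeting a 40% cutoff, limit read from the data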;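 also: viability without doxorubicin minus viability with 2 µM doxorubicin for each compound; larger differential means the compound sensitizes cells more to doxorubicin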
# NFkB transloc pot = enhances IL-1B driven NFkB nuclear translocation; HUVEC IL-1B NFkB p65 nuclear translocation imaging; hit rate 0.3% among 94,000; activation, % at 2 µM;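 active = activation above 40%, about the mean plus 3 SD, also judged a hit on visual image review; inconclusive = activation above 40% but not a hit on visual review; inactive = activation not above 40% and no visual hit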;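 also: percent activation is computed from the nuclear over cytoplasmic p65 intensity ratio; values of inactives mirror those of a sister screen read the other way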
# Bcl-B TR3 displacers = displacers of TR3 peptide from Bcl-B, primary screen, selectivity assay for Bfl-1 inhibitor project, biochemical, fluorescence polarization; AID 748; one-dose displacement, % at 20 µM; IC50 in µM for titrated hits; FP displacement of FITC-TR3 peptide from Bcl-B; higher % means a stronger effect; hit rate 0.11% among 96,000;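 active = displacement above 50% at 20 µM plus a fluorescence interference ratio under 1.5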;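 also: plate controls were wells without compound for no effect and wells lacking Bcl-B protein for full effect; a part of the inactive calls stands beside numbers as strong as those of hits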
# NFkB transloc inh = blocks IL-1B driven NFkB nuclear translocation in HUVEC cells; HUVEC IL-1B NFkB p65 nuclear translocation imaging; inhibition, % at 2 µM; hit rate 0.43% among 94,000;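 active = inhibition above about 30% together with a positive call from visual inspection of the well image, limit read from the data; inconclusive = inhibition above a set limit but visual check negative; inactive = inhibition not above a set limit, visual check negative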;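 also: nuclear over cytoplasmic p65 intensity ratio measured by imaging; 0% = IL-1B stimulated DMSO wells and 100% = unstimulated DMSO wells; values of inactives mirror those of a sister screen read the other way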
# MRP resist rev cytotoxicity = recorded beside MRP resist rev, whose call it bears; viability, %; H69AR cells, CellTiter-Glo, 72 h; measured here: cytotoxicity without doxorubicin
# MRP resist rev with doxorubicin = recorded beside MRP resist rev, whose call it bears; viability, %; measured here: viability with 2 uM doxorubicin; active compounds read low
# NFkB transloc inh cell count 2 µM = recorded beside NFkB transloc inh, whose call it bears; cell count; measured here: cells passing quality filter;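 raw number of nuclei counted in each imaged well without normalization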
# NFkB transloc pot cell count 2 µM = second read-out of NFkB transloc pot, no call of its own (marks repeat the call); cell count; measured here: cells passing quality filter
# * hit, by the source's call; ? = inconclusive; · = not tested or not shown. These rows are one share of the data (hit frequency here may not be typical).
SMILES,PLAP inhibitors HTS,MRP resist rev,MRP resist rev cytotoxicity,MRP resist rev with doxorubicin,NFkB transloc pot,NFkB transloc pot cell count 2 µM,Bcl-B TR3 displacers,NFkB transloc inh,NFkB transloc inh cell count 2 µM
Cn1cccc1-c1cc(C(=O)O)[nH]n1,9%,13,101,88,·,·,5%,·,·
Cc1cc(-c2nc3ncccc3o2)ccc1N,·,10,93,83,24,127,·,-24,127
Cc1cccc(-n2ncc3c(Nc4ccc(F)cc4)ncnc32)c1,5%,-13,85,97,·,·,-6%,·,·
c1ccc(Oc2cccc(NC3=NCCC3)c2)cc1,-16%,10,79,68,-12,170,10%,12,170
Cc1ccc(C(=O)OCC(=O)Nc2ccc(N(C)C)cc2)cc1NC(=O)c1ccco1,9%,·,·,·,-16,156,2%,16,156
COc1ccc2[nH]c(=O)c(CN(C(=O)C3CCCO3)c3ccc(C)cc3)cc2c1 (stereo not drawn),-13%,5,82,77,5,82,12%,-5,82
ON1C(c2ccc(Cl)cc2Cl)N(O)[C@H]2CCCC[C@H]21 (stereo partly drawn),-2%,-8,81,89,18,182,-2%,-18,182
Cc1sc2c(c1C)CN(Cc1ccncc1)CN2C(=O)c1ccco1,19%,·,·,·,18,163,9%,-18,163
O=C(c1ccco1)c1nc2c(n1O)CCCCC2,12%,-5,97,102,14,132,5%,-14,132
CN1C(C)(C)CC(=NOC(=O)c2ccccc2)CC1(C)C,-3%,·,·,·,·,·,-21%,·,·
Cn1c(SCc2cccc3ccccc23)nnc1-c1ccco1,20%,3,80,78,-7,94,3%,7,94
CCc1cccc(NC(=O)Cn2cccc2)c1,-1%,-15,92,107,24,116,5%,-24,116
Cc1ccc(CNC(=O)c2c(C)cc(=O)oc2C)cc1,5%,18,94,76,-2,163,7%,2,163
COC(=O)C1Sc2[nH]c(=O)sc2C2c3ccccc3OC(=O)C12 (stereo not drawn),-1%,16,96,81,23,121,0%,-23,121
Cc1cc(C)cc(N(C(=O)C2CCCC2)C2C=CS(=O)(=O)C2)c1 (stereo not drawn),-11%,7,87,80,?,·,-1%,-43,111
COc1ccccc1-c1nc(S(=O)(=O)c2ccc(Cl)cc2)c(N(C)C)o1,5%,-16,66,82,5,127,-10%,-5,127
CCN1CCN(C(=O)c2nn(-c3ccccc3)c(=O)c3ccccc23)CC1,3%,7,86,79,10,132,0%,-10,132
O=C(CN(C1CCCCC1)S(=O)(=O)c1ccccc1)N1CCCC1,-1%,3,97,94,19,125,-5%,-19,125
CC(C)(C)OC(=O)N[C@@H](Cc1c[nH]c2ccccc12)c1nnc(SCC(N)=O)o1,-59%,7,97,89,-2,146,1%,2,146
Cc1ccc(-n2nc3c(c2NC(=O)c2cccs2)CSC3)cc1,-20%,7,95,87,12,105,1%,-12,105
O=S(=O)(c1ccccc1)c1cnn2c(C(F)(F)F)cc(-c3ccc(F)cc3)nc12,9%,·,·,·,-10,117,-6%,10,117
CC(C)(Oc1cccc2ccccc12)C(=O)O,3%,-17,75,92,5,123,-3%,-5,123
CCN(CC)CC(C(=O)N(CC)CC)P(=O)(c1ccccc1)c1ccccc1 (stereo not drawn),-38%,14,94,81,-8,155,-7%,8,155
COCCCn1cnc2c(c1=O)c1nc3ccccc3nc1n2CCc1ccccc1,-42%,·,·,·,13,121,13%,-13,121
CCCC12CN3CC(C)(CN(C1)C3c1ccc(OC)cc1)C2=O (stereo not drawn),-8%,0,86,86,1,166,-2%,-2,166

# Taken from above.
# `CCN1CCN(C(=O)c2nn(-c3ccccc3)c(=O)c3ccccc23)CC1` in NFkB transloc pot → 10
# `COCCCn1cnc2c(c1=O)c1nc3ccccc3nc1n2CCc1ccccc1` in NFkB transloc pot cell count 2 µM → 121
# `Cn1cccc1-c1cc(C(=O)O)[nH]n1` in MRP resist rev with doxorubicin → 88
# `Cc1sc2c(c1C)CN(Cc1ccncc1)CN2C(=O)c1ccco1` in NFkB transloc pot → 18

# 2 compounds picked at random from the list so far, as already listed:
SMILES,PLAP inhibitors HTS,MRP resist rev,MRP resist rev cytotoxicity,MRP resist rev with doxorubicin,NFkB transloc pot,NFkB transloc pot cell count 2 µM,Bcl-B TR3 displacers,NFkB transloc inh,NFkB transloc inh cell count 2 µM
COC(=O)C1Sc2[nH]c(=O)sc2C2c3ccccc3OC(=O)C12 (stereo not drawn),-1%,16,96,81,23,121,0%,-23,121
Cn1cccc1-c1cc(C(=O)O)[nH]n1,9%,13,101,88,·,·,5%,·,·

# Back to the main list, repeating the four entries before the break.
SMILES,PLAP inhibitors HTS,MRP resist rev,MRP resist rev cytotoxicity,MRP resist rev with doxorubicin,NFkB transloc pot,NFkB transloc pot cell count 2 µM,Bcl-B TR3 displacers,NFkB transloc inh,NFkB transloc inh cell count 2 µM
CC(C)(Oc1cccc2ccccc12)C(=O)O,3%,-17,75,92,5,123,-3%,-5,123
CCN(CC)CC(C(=O)N(CC)CC)P(=O)(c1ccccc1)c1ccccc1 (stereo not drawn),-38%,14,94,81,-8,155,-7%,8,155
COCCCn1cnc2c(c1=O)c1nc3ccccc3nc1n2CCc1ccccc1,-42%,·,·,·,13,121,13%,-13,121
CCCC12CN3CC(C)(CN(C1)C3c1ccc(OC)cc1)C2=O (stereo not drawn),-8%,0,86,86,1,166,-2%,-2,166
Cc1ccc(S(=O)(=O)NCCCCCC(=O)Nc2nccs2)cc1,-29%,13,85,72,-13,144,-4%,13,144
Cc1c(C(=O)NCc2ccccc2)cnn1-c1ccccc1,5%,·,·,·,15,185,-3%,-15,185
Oc1ccc(Br)cc1-c1nc2cnccn2c1NC1CCCCC1,-64%,-17,52,69,·,·,-5%,·,·
COc1cccc(-c2nc3n(n2)C(c2ccc4c(c2)OCO4)C(C(N)=O)=C(C)N3)c1 (stereo not drawn),-14%,-5,100,105,7,87,-5%,-5,87
Cc1ccccc1-n1c(SCc2c(C)noc2C)nnc1-c1c[nH]c2ccccc12,0%,7,76,69,6,177,-6%,-6,177
COc1cccc(C(=O)Nc2ccc(S(=O)(=O)Nc3onc(C)c3C)cc2)c1,-27%,-11,100,111,-3,120,-3%,3,120
Cc1cccc(C)c1N1CCN(C(=O)Nc2ccc3c(c2)OCCO3)CC1,9%,·,·,·,4,136,-3%,-4,136
Cc1cccc(NCCC(=O)c2ccc(Br)cc2)c1,2%,·,·,·,-1,135,0%,1,135
CC1(C)CC(=O)C2=C(C1)Nc1ccccc1NC2c1ccc2c(c1)OCO2 (stereo not drawn),-2%,6,93,87,-12,188,20%,12,188
CC1=C(C(=O)Nc2ccccc2F)C(c2ccsc2)C2=C(CC(c3ccccc3)CC2=O)N1 (stereo not drawn),-20%,·,·,·,-6,165,-7%,6,165
O=C(Nc1ccc(Cc2ccncc2)cc1)C1CC1,8%,1,88,87,13,128,-14%,-13,128
CCN(CC)C(=O)C(=O)c1cccn1-c1cccc(-n2cccc2C(=O)C(=O)N(CC)CC)c1C#N,-38%,2,80,79,17,183,17%,-17,183
Cc1ccn2cc(CCNC(=O)C3CCCCC3)nc2c1,9%,14,96,82,-6,186,2%,6,186
CCC(=O)OCc1c(C(F)(F)F)nn(C)c1Oc1cccc(C(F)(F)F)c1,-27%,·,·,·,-1,134,-2%,1,134
CC1=CC(C)C2C(=O)N(CCCN(C)C)C(=O)C2C1 (stereo not drawn),-18%,-9,98,107,5,138,-7%,-5,138
O=S(=O)(c1ccc(Oc2ncnc3scc(-c4ccccc4)c23)cc1)N1CCOCC1,-68%,11,37,26,-4,191,-77%,4,191
N#C/C(=C\c1cc([N+](=O)[O-])c(N2CCCCC2)cc1N1CCCCC1)c1nn(-c2ccccc2)c(N)c1C#N,12%,·,·,·,30,146,-3%,-30,146
O=[N+]([O-])c1ccc2nc(SCc3ccccc3Cl)sc2c1,68%,·,·,·,19,146,0%,-19,146
CC(C)C(=O)N1c2ccccc2NC2=C(C(=O)CCC2)C1c1ccc(N(C)C)cc1 (stereo not drawn),-30%,-23,75,98,25,113,-2%,-25,113
O=C(COc1ccc(Cl)cc1Br)NNC(=O)C(=O)N1CCCCC1,-92%,·,·,·,-3,153,0%,3,153
CCOC(=O)c1[nH]c(C)c(CN(CCc2ccc(OC)c(OC)c2)C(=O)CCCC(=O)O)c1C,-52%,22,99,78,-1,73,6%,1,73
O=C(NCc1cccs1)c1nc2ncccn2n1,-9%,10,92,83,3,184,-3%,-3,184
O=C1c2ccccc2C(=O)N1CCOCCN1C(=O)c2ccccc2C1=O,14%,6,93,87,-6,99,-4%,6,99
COC(=O)c1cc2sc(Cl)cc2n1Cc1nc(-c2ccccc2)oc1C,1%,-12,56,67,-2,180,-1%,2,180
CC(C)(C)NC(=O)CN(C(=O)CNS(=O)(=O)c1ccccc1)c1ccc2c(c1)OCCO2,11%,3,87,84,0,35,-4%,0,35
# (next part)
SMILES,PLAP inhibitors HTS,MRP resist rev,MRP resist rev cytotoxicity,MRP resist rev with doxorubicin,NFkB transloc pot,NFkB transloc pot cell count 2 µM,Bcl-B TR3 displacers,NFkB transloc inh,NFkB transloc inh cell count 2 µM
CN1/C(=C/C2CC(=O)N(c3cccc4ccccc34)C2=O)C(C)(C)c2ccccc21 (stereo not drawn),-70%,12,102,90,13,98,-50%,-13,98
O=C(Nc1ccccc1N1CCCCC1)c1ncoc1-c1ccc(F)cc1,4%,12,94,82,31,168,0%,-31,168
Cc1cccc(C)c1NC(=O)c1c(C)nn(-c2ccccc2)c1Cl,-40%,·,·,·,-7,197,2%,7,197
CN1C(=O)CC(N2CCC(c3nc4ccccc4[nH]3)CC2)C1=O (stereo not drawn),-2%,3,98,96,7,185,-4%,-7,185
COc1ccc(/C=C/c2ccncc2)cc1OC,·,15,96,82,1,153,·,0,153
Fc1ccc(CSc2nnc(Cc3sc(-c4ccccc4)nc3-c3ccccc3)o2)cc1,25%,8,109,101,·,·,-2%,·,·
O=C(NCc1cccnc1)C1CCN(S(=O)(=O)c2cccs2)CC1,12%,14,97,83,5,133,-10%,-5,133
CN(CCNC(=O)c1cn(C)c2ccc(S(=O)(=O)N3CCCC3)cc2c1=O)CCc1ccccc1,-45%,·,·,·,16,96,-13%,-16,96
CC(=O)OCC(=O)c1ccc2ccn(C(C)=O)c2c1,·,7,106,100,10,121,·,-10,121
CC1CN(C)C(C)CC1NCc1ccc2c(c1)OCO2 (stereo not drawn),11%,10,107,97,·,·,-12%,·,·
CCOc1ccc(CCNC(=O)CN2CCN(Cc3ccccc3F)C2=O)cc1OCC,-30%,7,91,83,·,·,6%,·,·
CCOC(=O)c1ccc(NC(=S)NCCCN2CCCCC2)cc1,10%,·,·,·,6,141,2%,-6,141
CCCCCCn1c(N2CCN(c3cccc(Cl)c3)CC2)nc2c1c(=O)[nH]c(=O)n2C,5%,-3,55,58,10,181,-6%,-10,181
COc1cccc(C2=NOC(C(=O)NCc3ccc(F)cc3)C2)c1 (stereo not drawn),17%,0,85,85,3,157,2%,-3,157
COCc1ccc(O)c2ncccc12,-66%,-1,1,2,·,·,3%,·,·
CC(C)c1ncc(C(O)c2cccc3ccccc23)n1C (stereo not drawn),-16%,9,93,85,5,108,-2%,-5,108
CCOCCc1nnc(NC(=O)CSc2ccccc2)s1,8%,-8,84,93,1,169,-6%,-1,169

# Reformatted: three of the compounds above.
SMILES	PLAP inhibitors HTS	MRP resist rev	MRP resist rev cytotoxicity	MRP resist rev with doxorubicin	NFkB transloc pot	NFkB transloc pot cell count 2 µM	Bcl-B TR3 displacers	NFkB transloc inh	NFkB transloc inh cell count 2 µM
CC(C)c1ncc(C(O)c2cccc3ccccc23)n1C (stereo not drawn)	-16%	9	93	85	5	108	-2%	-5	108
Fc1ccc(CSc2nnc(Cc3sc(-c4ccccc4)nc3-c3ccccc3)o2)cc1	25%	8	109	101	·	·	-2%	·	·
Cc1cccc(C)c1NC(=O)c1c(C)nn(-c2ccccc2)c1Cl	-40%	·	·	·	-7	197	2%	7	197
